Rin1 Abl inh: blocks binding of human Rin1 to Abl; TR-FRET Rin1/Abl binding, biochemical; P00519+Q13671; inhibition, % at 7.35 µM; AID 588664; 360,000 compounds, 0.4% hits; in the data active = inhibition above about 5%, passing the limit was not always enough
FAS-TE inh: inhibitors of human fatty acid synthase thioesterase domain | P49327 | recombinant FAS-TE, OMFH fluorogenic substrate, fluorescence endpoint | inhibition, % at 15 µM | 360,000 compounds, 0.67% hits | AID 602261;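 active = compounds whose normalised, plate-corrected inhibition of enzyme fluorescence in the single-dose primary screen is 50% or more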;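 also: 0% = DMSO with enzyme and 100% = substrate without enzyme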
NadD block: NadD (S. aureus) enzyme inhibition; inhibition, % at 20 µM; 360,000 compounds, 0.78% hits; purified NadD enzyme, colorimetric absorbance read-out; in the data active = inhibition above about 26%; also: some compounds past the cut are filed as inactive
Neddyl block: inhibitors of human cullin neddylation; calls only at 25 µM; AID 651699; 360,000 compounds, 0.58% hits; TR-FRET cullin neddylation, biochemical; in the data active = inhibition above about 36%
CSN inh: inhibitors of human CSN-mediated cullin deneddylation. inhibition, % at 12.5 µM. Purified CSN, SCF-Nedd8-OG deneddylation, fluorescence polarization. Q92905. 360,000 compounds, 0.38% hits;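 active = pattern-corrected inhibition above about 35%, with an unprinted fluorescence ratio check between 0.5 and 1.5, limit read from the data, passing the limit was not always enough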;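 also: 0% = enzyme with substrate and 100% = substrate without enzyme; some results filed as inactive read as strong as hits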
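Assay system: purified human Csn5 enzyme expressed in HEK293T cells; measure: % inhibition; also added: SCFSkp2-Nedd8OG substrate at 10 nM final; technique: fluorescence polarization; times: reaction 90 min, room temperature; medium: Tris buffer pH 7.5, NaCl, DTT, Tween-20, trehalose, ovalbumin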
SKN-1 block: C. elegans SKN-1 inhibition; C. elegans VP596 Pgst-4::GFP/RFP ratio, acrylamide-induced, 24 h; inhibition, % at 21.8 µM; 360,000 compounds, 0.49% hits;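 active = interference check ratio from 0.5 to 1.5 plus GFP to RFP signal ratio inhibition reaching or exceeding a fixed threshold, cut at about 30% in these data, passing the limit was not always enough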; also: some compounds called inactive have numbers as strong as hits
MLLE-PAM2 inh: blocks PAM2 peptide binding to the PABP1 MLLE domain. GST-MLLE / FITC-PAM2 fluorescence polarization. inhibition, % at 20 µM. 360,000 compounds, 0.36% hits. AID 588489; in the data active = inhibition above about 35%, passing the limit was not always enough;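 also: plate controls were DMSO wells with GST-MLLE for no effect and wells lacking GST-MLLE protein for full effect; some results filed as inactive read as strong as hits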
MT1-MMP act inh: inhibitors of human MT1-MMP activation; P50281; HT1080 RFP-PRO-GFP cells, GFP/RFP ratio fluorescence, overnight; percent of plate control window, DMSO zero; GFP/RFP ratio change, % at 20 µM; 360,000 compounds, 0.061% hits;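 active = GFP/RFP ratio change of at least 30% with cell ATP level not reduced by more than half and red fluorescence within 50% of control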; also: strong numbers were not always called active
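Assay system: HT1080 cells carrying an RFP-PRO-GFP reporter | Dosing: Single dose of 20 µM compound, 1% DMSO final | Incubation: Cells overnight before dosing, compound overnight, 37 °C, 5% CO2 | Evaluation: GFP/RFP fluorescence ratio | Control set: DMSO and RFP-L50D-GFP cell wells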
Rpn11 inh: Rpn11 (human) deubiquitinase inhibition; O00487; human 26S proteasome, Ub4-pepOG fluorescence polarization; 20S core pre-blocked with epoxomicin; calls only at 20 µM; 360,000 compounds, 0.59% hits; AID 588493;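 active = inhibition at 20 µM, scaled to each plate's controls, above about 33%, limit read from the data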
Active calls of the source: *; i = inactive; . = no result given.

SMILES	Rin1 Abl inh	FAS-TE inh	NadD block	Neddyl block	CSN inh	SKN-1 block	MLLE-PAM2 inh	MT1-MMP act inh	Rpn11 inh
COC(=O)c1ccc(NS(=O)(=O)c2ccc3c(c2)n(C)c(=O)n3C)cc1	4	-7	-2	i	0	15	2	4	i
COCCNC(=O)c1ccc2nc(Cc3ccc(OC)c(OC)c3)oc2c1	-1	-6	-5	i	1	8	2	2	i
Cc1nnc(SCC(=O)Nc2nonc2C)s1	3	-5	-2	i	1	-13	1	-1	i
COc1ccccc1OCC(=O)N1CCN(C(=O)c2ccco2)CC1	1	-6	-2	i	0	7	7	-3	i
CC(N)c1csc(Nc2ccc(S(C)(=O)=O)cc2)n1 (configuration not stated)	-1	-10	0	i	5	3	-4	-1	i
CCN(CC)S(=O)(=O)c1ccc(N2CCOCC2)c(NS(=O)(=O)c2ccc(Cl)s2)c1	-1	3	0	i	-2	3	5	6	i
COC(=O)C(C)NC(=O)CNS(=O)(=O)c1ccc(F)cc1 (configuration not stated)	1	-8	1	i	-3	-2	-7	8	i
CC(=O)Nc1ccc(S(=O)(=O)NCc2nc(-c3cccc(C)c3)no2)cc1	-1	-27	2	i	16	-2	-74	-19	.
Cc1[nH][nH]c(=O)c1C(c1cc([N+](=O)[O-])ccc1O)c1c(C)[nH][nH]c1=O	1	-9	1	i	1	-6	-3	2	i
Cc1ccc(CCNc2ccccc2)c[n+]1[O-]	-1	-5	0	i	7	9	9	1	i
COc1ccc(NC(=S)NNc2ccc(S(=O)(=O)Nc3ccccc3C(=O)O)cc2[N+](=O)[O-])cc1	0	5	0	i	2	5	36	10	i
CN(C)CCCNC(=O)C1CCNCC1	0	-6	2	i	0	-15	11	-3	i
COc1ccc(C2c3ccsc3CCN2C(=O)C(C)(C)C)cc1 (configuration not stated)	1	15	-3	i	4	5	-4	-1	i
Fc1ccc(-c2nnn(Cc3ccccc3Cl)n2)cc1	4	18	-3	i	-7	17	7	2	i
N#Cc1ccc(-c2ccccc2)nc1SCCN1CCOCC1	-5	14	-2	i	3	16	0	-4	i
CC(=O)N1CCc2cc(C(=O)CN3CCN(c4ccccc4F)CC3)ccc21	-3	2	7	i	7	5	-5	-9	i
O=C(O)CC1(CC(=O)Nc2ccc(Oc3cccc(C(F)(F)F)c3)nc2)CCCC1	1	-4	0	i	2	-11	-4	4	i
CCOc1ccc(/C=C/C(=O)CCC(=O)O)cc1	0	-2	0	i	-9	-2	-3	3	i
C=C[C@](C)(CC[C@@]1(C)C(C)CC(OC2OC(C)C(OC3OC(COC(C)=O)C(O)C(O)C3O)C(O)C2O)[C@@]2(C)C(C)=CCCC12)OC1OC(C)C(O[C@@H]2O[C@@H](C)C(O)C(O)[C@H]2O)C(O)C1O (some centres not stated)	0	-5	-10	i	-4	-8	-6	-1	i
CCC(C)[C@H](NC(=O)Nc1ccc(S(N)(=O)=O)cc1)C(=O)O (some centres not stated)	-1	-10	2	i	2	1	14	1	i
N#Cc1ccsc1NC(=O)C1CCN(C(=O)c2ccc(Cl)cc2)CC1	0	2	-4	i	1	13	-12	-1	i
COc1ccc(CN2CC(C(=O)NCc3ccccn3)CC2=O)cc1 (configuration not stated)	-4	-5	-3	i	-5	-7	-3	2	i
CCc1nc2ccccc2n1CC(=O)NC1CCS(=O)(=O)C1 (configuration not stated)	1	-4	-2	i	1	11	-9	2	i
COc1ccc(C(O)P(=O)(OC(C)C)c2ccc(N(C)C)cc2)c(OC)c1 (configuration not stated)	0	-5	1	i	-4	-3	-7	-1	i
Cc1ccc(NC(=S)NCCc2ccc(F)cc2)c(C)c1	0	-7	2	i	-5	10	-21	-2	i
CC(=O)NC1CCC(=O)C=C1c1ccccc1 (configuration not stated)	3	-4	-2	i	2	-2	19	-5	i
CCOC(=O)c1nn(-c2ccccc2)c2nnc(Cc3ccccc3)c(=O)n12	-1	-6	-1	i	2	3	-9	-1	i
CC(C)Oc1cccc(-c2cc(C(=O)N3CCN(c4ncccn4)CC3)c3ccccc3n2)c1	-2	34	9	i	1	3	-10	-14	i
NS(=O)(=O)c1cccc(NC(=O)CC23CC4CC(CC(Br)(C4)C2)C3)c1	3	6	-1	i	-1	5	7	-1	i
CCCCOc1ccc(C(=O)N2CCC(C)CC2)cc1	3	3	-3	i	2	31	-10	1	i

Three compounds out of the list above, sorted by their value in Rin1 Abl inh, highest first.
SMILES	Rin1 Abl inh	NadD block	Neddyl block	CSN inh	SKN-1 block	MLLE-PAM2 inh	MT1-MMP act inh	Rpn11 inh
NS(=O)(=O)c1cccc(NC(=O)CC23CC4CC(CC(Br)(C4)C2)C3)c1	3	-1	i	-1	5	7	-1	i
C=C[C@](C)(CC[C@@]1(C)C(C)CC(OC2OC(C)C(OC3OC(COC(C)=O)C(O)C(O)C3O)C(O)C2O)[C@@]2(C)C(C)=CCCC12)OC1OC(C)C(O[C@@H]2O[C@@H](C)C(O)C(O)[C@H]2O)C(O)C1O (some centres not stated)	0	-10	i	-4	-8	-6	-1	i
CC(C)Oc1cccc(-c2cc(C(=O)N3CCN(c4ncccn4)CC3)c3ccccc3n2)c1	-2	9	i	1	3	-10	-14	i

(listing goes on)
SMILES	Rin1 Abl inh	FAS-TE inh	NadD block	Neddyl block	CSN inh	SKN-1 block	MLLE-PAM2 inh	MT1-MMP act inh	Rpn11 inh
COc1cccc(NC(=S)N(Cc2ccc(C)cc2)Cc2ccccn2)c1	-1	5	-5	i	0	3	-85	-2	i
Oc1[nH]c2ccccc2c1N=NC(=S)NCC1CCCO1 (configuration not stated)	-8	3	-1	i	-1	10	25	3	i
COc1ccc(Cl)cc1NC(=O)CSc1nc2[nH]ncc2c(=O)[nH]1	-3	-13	-5	i	4	-5	3	-1	i
O=C(CSc1nc(O)c(Cc2ccccc2)c(=O)[nH]1)Nc1nc2c(s1)CCCC2	0	-7	1	i	0	-10	9	0	i
COc1ccc(-c2ccc(CN3C(C(C)C)C(=O)N(Cc4cn(CCC5OCCCO5)nn4)CCS3(=O)=O)cc2)cn1 (configuration not stated)	-1	6	2	i	5	7	-3	1	i
COc1ccc([N+](=O)[O-])cc1NC(=O)Cc1noc2ccc(C)cc12	-4	17	-2	i	-1	5	2	3	i
CC(C)n1cnnc1SCC(=O)Nc1ccc(N2CCCCC2)cc1	2	-6	0	i	-3	3	-12	4	i
O=S(=O)(Nc1cc(S(=O)(=O)N2CCOCC2)ccc1Cl)c1ccccc1	-2	-9	2	i	1	-10	2	-7	i
COc1ccc(Cc2c(C(C)(C)C)nc3ccc(Br)cn23)c(C)c1	-1	25	-1	i	5	15	-3	4	i
CCO[C@H]1OC(C(=O)Nc2ccccc2)=C[C@@H](c2csc3ccccc23)[C@@H]1CCCO	0	10	-7	i	6	-4	16	-7	i
Cc1cc(C(F)(F)F)nc(SCC(=O)Nc2nccs2)n1	-1	0	0	i	4	-5	14	-2	i
Cn1c(N)c(C(=O)COC(=O)COc2ccc(Br)cc2)c(=O)n(C)c1=O	0	8	-5	i	0	1	4	-1	i
COc1cc(OC)cc(-c2nnc(SCC(=O)N3CCCC3)o2)c1	0	-6	3	i	-2	23	-101	-1	i
COCCN(CC(=O)Nc1ccccc1C(F)(F)F)C(=O)/C=C/c1cc(Cl)c2c(c1)OCCO2	-2	14	2	i	0	1	9	4	i
Cc1ccc(C)c(N2CCN(C(=S)NC3CCCCC3)CC2)c1	-4	-10	-3	i	-16	-1	-135	0	i
CC(=O)NS(=O)(=O)c1ccc(N=c2ssc3c2-c2cc(C)c(C)cc2NC3(C)C)cc1	-1	-9	9	i	3	8	11	5	i
Cc1nnc2sc(-c3ccc(N(C)C)cc3)nn2c1=O	-6	-9	0	i	3	-8	-42	2	i
Cn1c(SCc2ccccc2)nccc1=O	-3	-1	2	i	5	2	-9	4	i
CC(C)c1c(C(=O)N/N=C/c2cccnc2)nnn1-c1nonc1N	0	-5	-3	i	-3	-5	5	-2	i
O=C(NCc1ccccc1)C(c1ccc(-c2ccccc2)cc1)N1CCN(c2ccccc2F)CC1 (configuration not stated)	.	.	.	i	-2	14	.	-2	.
CCOc1ccc(Cl)cc1S(=O)(=O)N1CCN(c2ccc(F)cc2)CC1	-1	24	8	i	-5	20	-11	1	i
Cc1cc(CNC(=S)Nc2ccc(S(=O)(=O)Nc3ncccn3)cc2)nn1C	2	-8	3	i	1	-11	29	1	i
COc1ccc(N(Cc2ccccc2)S(=O)(=O)c2cccc(C(=O)O)c2)cc1	-4	-9	0	i	7	6	8	3	i
COC(=O)c1ccc2cc(F)cc(C)c2n1	5	-6	-1	i	3	1	-13	0	i
Cc1ccc(NC(=O)C2CCCN2C(=O)NC2CCCCC2)cc1F (configuration not stated)	0	-2	-2	i	0	8	0	-2	i
COc1ccc2[nH]c(=O)c(CN(C3CCCCC3)C(c3nnnn3Cc3ccco3)C(C)C)cc2c1 (configuration not stated)	0	-3	59*	i	19	8	-24	-25	.
O=C(CCS(=O)(=O)c1cccc2nsnc12)N1CC(=O)N(CCc2ccccc2)C(=O)C1	-4	-5	-1	i	-6	-9	-13	-6	i
CCOC(=O)[C@]12CCC=C1N(Cc1cccc3ccccc13)C(=O)[C@H](CC(=O)N1CCOCC1)C2	.	10	4	i	-4	20	.	-4	.
O=C(c1ccccc1Cc1ccccc1)N1CCN(S(=O)(=O)c2ccccc2Br)CC1	4	20	-7	i	-6	6	2	-6	i
CCOc1ccc(N(CCC#N)S(=O)(=O)c2ccc(OC)cc2)cc1	1	5	3	i	5	1	14	-1	i
O=C(CNS(=O)(=O)c1ccc(Br)s1)N1CCC(N2CCCCC2)CC1	-3	-8	-2	i	3	8	-10	2	i
CCOC(=O)N1CCC(NC(=O)c2cc(C(=O)NCc3cccc(Cl)c3)ccc2CO)CC1	-2	-4	-2	i	-2	9	-5	-5	i
CC1(C)C(=O)Nc2ccccc2N1C(=O)COC(=O)c1ccc(Cl)c(S(=O)(=O)NCc2ccccc2)c1	-1	16	3	i	2	33	-17	3	i
CCOc1cc(/C=N/NC(=O)c2cccnc2)ccc1OCC(=O)N1CCOCC1	-4	-10	-1	i	-1	4	-9	-4	i
O=C(COC(=O)CCCN1C(=O)c2ccccc2C1=O)Nc1ncc(Cl)cc1Cl	3	1	-3	i	-3	34	-8	-3	i
O=C1c2ccccc2-c2c1c1ccccc1c(=O)n2-c1ccccc1	2	4	0	i	-2	-14	8	3	i
N=C1CCC(=N)c2c1c(O)c1ccccc1c2O	-3	-6	11	i	1	79	62	48	i
O=C(NCc1ccc(Cl)cc1)C1CCN(c2nnc(N3CCCC3=O)s2)CC1	0	-7	0	i	7	37*	3	2	i
COc1ccc(-c2c(C)oc3c(CN4CCN(CCO)CC4)c(O)ccc3c2=O)cc1OC	2	-5	-3	.	-2	16	6	2	i
O=C(Nc1ccc(N2CCOCC2)cc1)Nc1cnsn1	-2	-3	-1	i	-1	32	17	-5	i
O=C(c1cc2cc(F)ccc2[nH]1)N1CCN(C(=O)c2ccco2)CC1	-2	-7	8	i	4	15	5	-3	i
Cc1oc(-c2cccs2)nc1CNC[C@H]1O[C@@H](n2cnc3c(N)ncnc32)[C@H](O)[C@@H]1O	-1	-10	1	i	-3	9	0	-1	i
CCOCCCNC(=S)NC1CC2CCC(C1)N2Cc1ccccc1 (configuration not stated)	4	-5	-8	i	-8	1	16	-3	i
Cc1ccc(S(=O)(=O)N2CCCC2c2nc3ccccc3s2)cc1 (configuration not stated)	1	15	-4	i	3	-8	7	1	i
Cc1ccc(NC(=O)COc2coc(CN3CCc4ccccc43)cc2=O)c(C)c1	3	-1	3	i	2	-7	-5	4	i

Assay outcomes as filed in PubChem BioAssay.
